# GPR151 activ = activates the human receptor GPR151 | activation, % at 11.2 µM | hit rate 1% among 650,000 | Q8TDV0 | PathHunter beta-arrestin GPR151 cells, luminescence; in the data active = activation above about 4.9%;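 note: 0% = median of compound wells and 100% = cells with positive control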
# Target sequence (Q8TDV0 whole entry, looked up): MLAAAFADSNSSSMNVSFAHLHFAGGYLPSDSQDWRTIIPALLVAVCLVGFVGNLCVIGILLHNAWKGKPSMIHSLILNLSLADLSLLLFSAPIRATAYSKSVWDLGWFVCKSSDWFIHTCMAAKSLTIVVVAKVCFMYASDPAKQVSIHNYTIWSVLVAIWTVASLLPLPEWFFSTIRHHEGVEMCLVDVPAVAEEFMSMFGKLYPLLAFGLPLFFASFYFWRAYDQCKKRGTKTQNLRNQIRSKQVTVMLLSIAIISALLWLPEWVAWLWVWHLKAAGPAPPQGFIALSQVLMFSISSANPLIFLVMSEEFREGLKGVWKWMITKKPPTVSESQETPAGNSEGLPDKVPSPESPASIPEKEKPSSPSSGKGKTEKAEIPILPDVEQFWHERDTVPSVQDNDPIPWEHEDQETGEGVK
# FBW7 activator = activators of human E3 ligase FBW7; Q969H0; AlphaScreen FBW7–phospho-cyclin E peptide binding, activator screen; normalized activity (activation), % at 26.1 µM; hit rate 0.13% among 650,000; AID 1259310; in the data active = normalized activity above about 1.9%;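 note: purified mutant Fbw7 with reduced substrate affinity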
# TEAD-YAP block = TEAD-YAP interaction inhibition | HEK-TIYL cells, TEAD-Gal4/YAP UAS-luciferase luminescence | inhibition, % at 9.12 µM | hit rate 1.4% among 640,000 | AID 1259422; in the data active = inhibition above about 32%;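 note: 0% = median of test compound wells and 100% = reference inhibitor wells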
# MITF inh = blocks human microphthalmia-associated transcription factor; O75030; AlphaScreen MITF homodimerization, bead proximity signal; inhibition, % at 2.6 µM; hit rate 0.91% among 650,000; AID 1259374; in the data active = inhibition above about 50%;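 note: 0% = vehicle wells with protein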
# Target sequence (O75030 whole entry, looked up): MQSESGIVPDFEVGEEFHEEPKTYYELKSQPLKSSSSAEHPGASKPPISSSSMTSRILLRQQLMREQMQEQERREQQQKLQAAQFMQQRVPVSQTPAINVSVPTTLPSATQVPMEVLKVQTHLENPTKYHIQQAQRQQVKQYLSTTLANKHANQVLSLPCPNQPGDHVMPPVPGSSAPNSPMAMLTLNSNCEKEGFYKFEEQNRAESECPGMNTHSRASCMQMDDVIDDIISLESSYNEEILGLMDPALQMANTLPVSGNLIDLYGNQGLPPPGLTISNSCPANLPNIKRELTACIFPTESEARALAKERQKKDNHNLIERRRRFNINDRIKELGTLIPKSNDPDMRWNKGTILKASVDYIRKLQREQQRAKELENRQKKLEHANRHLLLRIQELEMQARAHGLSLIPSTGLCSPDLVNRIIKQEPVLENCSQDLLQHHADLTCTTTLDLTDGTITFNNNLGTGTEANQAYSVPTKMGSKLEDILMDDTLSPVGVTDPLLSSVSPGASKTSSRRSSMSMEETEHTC
# The depositor's hits bear a star.
(1) CC(Oc1ccc(Cl)cc1Cl)C(=O)Nc1ccc(S(=O)(=O)N2CCCCCC2)cc1 (centres undefined)
(2) CCOC(=O)C1=C(C)N=c2s/c(=C\c3cccc(OCc4ccccc4)c3)c(=O)n2C1c1ccccc1OC(C)C (centres undefined)
(3) O=C(COC(=O)c1ccc(Br)o1)Nc1nc2ccccc2s1
(4) Cc1ncn(-c2ccc(Nc3nccc(-c4cc(Oc5ccccc5)c(F)c(N(C)C)c4)n3)cc2)n1
(5) O=C(NC1CC2CCCC(C1)N2CC(=O)N1CCCc2ccccc21)C1CCCCC1 (centres undefined)
(6) COCCNc1nc2nonc2nc1N1CCN(Cc2cccc(F)c2)CC1
(7) CNC(=O)C1CCN(S(=O)(=O)c2c(C)noc2/C=C/c2ccccc2F)CC1
(8) COCCN=C1NC(=NCCOC)c2ccccc21
Assay by compound	1	2	3	4	5	6	7	8
GPR151 activ	2.4	3.3	-1.3	3.3	8.7*	0.0	0.1	-0.4
FBW7 activator	0.2	0.0	-0.1	0.1	0.4	-0.2	0.1	-0.2
TEAD-YAP block	5.8	-2.7	-24.0	-5.0	7.4	8.3	0.1	-6.0
MITF inh	2.6	-1.9	-6.2	7.0	14.6	-4.8	-12.3	6.5

# Retrieved by structure from the entries so far, 2 records:
(5) O=C(NC1CC2CCCC(C1)N2CC(=O)N1CCCc2ccccc21)C1CCCCC1 (centres undefined)
(3) O=C(COC(=O)c1ccc(Br)o1)Nc1nc2ccccc2s1
Assay by compound	5	3
GPR151 activ	8.7*	-1.3
FBW7 activator	0.4	-0.1
TEAD-YAP block	7.4	-24.0
MITF inh	14.6	-6.2

# Further entries follow:
(9) Cc1ccc(C2=NC(c3ccc(Br)cc3)NC(c3ccccc3O)C2)cc1 (centres undefined)
(10) CCCc1cc(-n2ccnc2C)n2c(nc3ccccc32)c1C#N
(11) CCCNc1cc(C)nc(Nc2ccc(-n3ccnc3)cc2)n1
(12) O=C(NC1CCCCCC1)c1ccccc1
(13) O=C(CNC(=O)c1c[nH]c2ccccc12)NCC1CCCO1 (centres undefined)
(14) Cn1c(=O)[nH]c(=O)c2c1nc(N/N=C/c1cccnc1)n2CC(O)CO (centres undefined)
(15) Cc1ccc(-c2noc(CNC(=O)c3cc(C)cc(C)c3)n2)cc1
(16) COc1cc(OC)cc(C(=O)NCC2CCCN(C(=O)C3CCCC3)C2)c1 (centres undefined)
Assay by compound	9	10	11	12	13	14	15	16
GPR151 activ	-1.5	0.3	1.3	-3.0	0.6	-0.7	1.2	-0.1
FBW7 activator	-0.1	-0.1	0.0	0.3	0.0	0.1	-0.2	-0.1
TEAD-YAP block	-45.2	15.0	34.9*	-20.9	2.9	-1.5	12.2	1.0
MITF inh	3.4	8.4	5.9	3.5	1.4	-1.3	-9.1	-7.2

(17) COc1ccccc1CNC(=O)CCSCc1ccccc1Cl
(18) c1ccc(OCCN2CCCC(c3nc(-c4ccncc4)n[nH]3)C2)cc1 (centres undefined)
(19) O=C(Nc1ccc(N2CCOCC2)cc1)c1cncc(Br)c1
(20) C=C(C)CNC(=O)CC1C(=O)NCCN1Cc1ccccc1C(F)(F)F (centres undefined)
(21) COc1ccc(C(=O)CCNC(CCSC)C(=O)O)cc1 (centres undefined)
(22) CC1=C(C(=O)OCCc2ccccc2)C(c2ccc(Cl)c(Cl)c2)NC(=O)N1C (centres undefined)
(23) CCN(CC)C(=O)c1ccc(C(=O)c2cc(OC)ccc2OC)cc1
(24) COc1ccc(C2C(C(=O)Nc3nc4ccccc4s3)c3ccccc3C(=O)N2C2CCCCC2)cc1 (centres undefined)
Assay by compound	17	18	19	20	21	22	23	24
GPR151 activ	-1.1	-0.7	-5.0	0.0	1.4	0.1	-0.8	0.7
FBW7 activator	0.0	-0.2	-0.1	0.3	0.0	0.0	0.3	0.1
TEAD-YAP block	-10.9	3.1	-19.1	5.6	5.4	9.9	10.6	1.7
MITF inh	-6.5	7.8	2.4	1.4	4.2	2.8	20.9	-2.2

(25) CC(C)(C)n1ncc2c(=O)n(CC(=O)NCc3ccc(F)cc3)cnc21
(26) CC(Nc1cc(N2CCNCC2)ccc1[N+](=O)[O-])C12CC3CC(CC(C3)C1)C2 (centres undefined)
(27) CC(=Nc1ccc(C)cc1C)c1sc2ccccc2c1O
(28) C=CCn1c(=NC(=O)c2cccc(N3C(=O)CCC3=O)c2)sc2c(C)cc(C)cc21
(29) CCCCN(C)c1nnc(NC(=O)Nc2ccccc2C(=O)OC)s1
(30) Cc1cc(C)c(S(=O)(=O)Nc2cccc(-c3nc4cccnc4s3)c2C)c(C)c1
(31) CC(=O)c1ccc(OCCCC(=O)Nc2ccc(F)c(F)c2)cc1
(32) CN(C(=S)NCCN1CCOCC1)C(c1ccccc1)c1ccccc1
Assay by compound	25	26	27	28	29	30	31	32
GPR151 activ	1.6	-0.7	-0.5	0.7	0.4	-1.2	-1.5	-0.2
FBW7 activator	0.1	0.5	0.4	0.1	0.0	0.1	-0.1	-0.2
TEAD-YAP block	23.6	-1.2	-2.0	12.7	4.2	-17.1	-4.4	14.3
MITF inh	0.0	16.6	-2.3	-3.6	-0.8	-2.4	-5.6	31.1

(33) COCCCNC(=O)c1cnn2c(C)c(Cc3cccc(Cl)c3)c(C)nc12
(34) COCCN(CCOC)C(=S)Nc1ccccc1
(35) CN1C[C@@H]2C[C@@H](c3ccccc3OC3CCCC3)N3CCC[C@@]23C1=O
(36) CN(C)S(=O)(=O)c1cccc(NC(=S)N2CCCC(CO)C2)c1 (centres undefined)
(37) COc1ccc2oc(=Nc3ccc(-c4ccccc4)cc3)c(-c3nc4ccccc4[nH]3)cc2c1
(38) COc1ccc(/C=C2/C(=O)NC(=O)N(c3ccc(C)cc3)C2=O)c(OC)c1
(39) COc1ccc(CCNC(=O)c2ccc(-c3ccc(N4CCN(C)CC4)cc3)s2)cc1
(40) FC(F)(F)COc1nc(Cl)nc(Nc2ccccc2)n1
Assay by compound	33	34	35	36	37	38	39	40
GPR151 activ	0.3	-0.8	-0.8	0.8	0.6	0.6	0.5	1.0
FBW7 activator	0.1	-0.2	0.0	0.0	0.1	0.5	-0.1	0.4
TEAD-YAP block	6.7	8.2	12.0	6.2	-44.8	6.6	6.4	1.1
MITF inh	7.1	6.3	8.2	-4.5	1.3	16.6	-10.5	7.6

(41) CN(CCc1ccccn1)Cc1ccc2c(c1)CN(C(=O)C1CCCCN1C)CCO2 (centres undefined)
(42) CC1=C(C(=O)Nc2ccccc2)C(c2ccc([N+](=O)[O-])cc2)C2=C(CCCC2=O)N1 (centres undefined)
(43) COc1ccc(-n2nc(C(=O)NCc3ccccn3)c3ccccc3c2=O)cc1Cl
(44) O=C(OCc1nc2ccccc2s1)c1ccc(N2C(=O)CCC2=O)cc1
(45) CC1(C)CC(=O)C/C(=N/NC(=O)c2c[nH]c3ccccc23)C1
(46) CC(C)(C)c1ccc(NC(=O)COC(=O)CN2C(=O)C3CCCCC3C2=O)cc1 (centres undefined)
(47) CC1(C)CC(=O)C=C(NNC(=O)C2CC2)C1
(48) Cc1ccc(CN2CCNC(=O)C2CC(=O)N(C)Cc2ccon2)o1 (centres undefined)
Assay by compound	41	42	43	44	45	46	47	48
GPR151 activ	-0.3	-1.4	-0.4	0.7	1.1	-0.3	1.0	-1.3
FBW7 activator	-0.1	0.3	0.0	0.0	0.1	0.0	-0.3	0.0
TEAD-YAP block	13.1	14.9	-7.5	5.7	-19.0	0.8	-4.8	19.9
MITF inh	2.0	5.7	1.6	10.3	-4.6	16.3	-7.2	4.1

(49) C/C(CC(=O)NCc1ccco1)=N\NC(=O)c1ccc(F)cc1
(50) Cc1nc2ccc(Cl)cc2c(=O)o1
(51) CC(=O)N1CCN(CC(=O)Nc2ccc(S(N)(=O)=O)cc2)CC1
(52) CC(=O)N(Cc1ccccc1)Cc1nc2sc3c(c2c(=O)[nH]1)CCCC3
(53) COc1ccccc1CN1CCN(c2ccccn2)CC1
(54) CN1CCN(C(=O)CN(c2cccc([N+](=O)[O-])c2)S(=O)(=O)c2ccccc2)CC1
(55) COC(=O)CNC(=O)CCc1nnc(Cc2cccc(C(F)(F)F)c2)o1
(56) Cc1ccccc1CNC(=O)Cn1nc(C)n2cccc2c1=O
Assay by compound	49	50	51	52	53	54	55	56
GPR151 activ	-0.1	1.6	-0.8	0.7	-0.5	-0.1	0.7	-1.6
FBW7 activator	-0.2	0.0	0.2	0.0	0.0	-0.2	0.1	-0.1
TEAD-YAP block	-46.5	1.7	4.5	16.6	5.0	-7.9	-23.5	-0.1
MITF inh	1.4	-3.7	10.5	4.8	45.1	-24.2	7.4	5.7

(57) O=C(CSc1nc2ccccc2c(=O)n1NC(=O)Cc1ccccc1)NCCc1ccccc1
(58) O=C(O)c1ccc(COc2ccc3ccccc3c2)o1
(59) COc1cc2nc(NCC3CCCO3)n3nc(-c4ccccc4)nc3c2cc1OC (centres undefined)
(60) Cc1ccc(C)c(Cn2c(C)c(CNCCCN3CCCC3=O)c(C(=O)O)c2C)c1
(61) CCSCc1nnc(SCC(=O)Nc2ccc(Cl)cc2)n1CC
(62) CC(=O)C1=C(c2ccccc2)NC(=O)NC1c1ccccc1 (centres undefined)
(63) COc1ccc(C(=O)c2sc3nc(N)c(C#N)c(-c4ccc(C(C)C)cc4)c3c2N)cc1
(64) COc1ccc(CC(=O)N2CCC(CCC(=O)Nc3ccccc3)CC2)cc1
Assay by compound	57	58	59	60	61	62	63	64
GPR151 activ	2.0	-6.5	1.1	1.9	-1.8	0.2	1.0	-0.6
FBW7 activator	0.6	-0.1	-0.1	-0.1	-0.2	-0.1	0.1	-0.2
TEAD-YAP block	11.7	-77.8	-9.1	-11.3	-1.7	5.3	11.8	3.9
MITF inh	-22.2	-6.9	-2.4	5.3	-3.0	-5.6	4.3	-1.5

(65) Cc1cc(C)cc(OCC(=O)NNC(=O)c2ccco2)c1
(66) Cc1ccc(S(=O)(=O)N2CCN(C(=O)CN3CCc4ccccc4C3)CC2)cc1
(67) C#CCn1cnc2c(cnn2-c2ccc(C)cc2C)c1=O
(68) COc1ccc(NC(=O)N(CCN(C)C)Cc2cc3cc(OC)ccc3[nH]c2=O)cc1
(69) CCOP(=O)(OCC)c1nc(C(F)(F)F)nc2c(C)cc(C)cc12
(70) CC1(C)CC(=O)C2=C(C1)N(c1ccc(F)cc1Cl)C1=C(C(=O)CC(C)(C)C1)C2c1ccc(Cl)cc1
(71) CCN(CC)C(=O)c1c[nH]c2ccc(S(=O)(=O)Nc3cccc(SC)c3)cc2c1=O
(72) CC(C)(C)c1ccc2[nH]c3c(c2c1)CCC/C3=N\N
Assay by compound	65	66	67	68	69	70	71	72
GPR151 activ	-1.3	-0.5	-1.2	1.4	0.6	-0.5	-0.8	-1.0
FBW7 activator	0.1	0.1	0.1	0.1	0.1	0.0	-0.1	0.0
TEAD-YAP block	0.8	-3.1	2.6	-7.3	4.7	-4.1	2.8	-0.4
MITF inh	19.9	14.2	0.0	6.8	5.6	11.3	6.4	-15.5

(73) O=C1COc2ccccc2N1CC(=O)N(Cc1ccncc1)C1CC1
(74) COc1ccc(Br)cc1C1NC(C(=O)O)CS1 (centres undefined)
(75) Cc1[nH]c2ccccc2c1-c1csc(NC(=O)CN2CCOCC2)n1
(76) Cn1c(=O)[nH]c2nnc(-c3ccc([N+](=O)[O-])cc3)nc2c1=O
(77) COc1ccc(CCNC(=O)c2ccc3c(c2)nc(C)n3-c2ccc(C(C)C)cc2)cc1OC
(78) Cn1c(=O)cc(SCC(=O)Nc2ccc(F)cc2Cl)c2cc(Cl)ccc21
Assay by compound	73	74	75	76	77	78
GPR151 activ	0.3	1.8	2.7	-10.5	-0.7	1.0
FBW7 activator	-0.1	0.0	-0.2	0.0	0.0	-0.3
TEAD-YAP block	-5.5	-2.3	7.6	-39.0	4.3	-4.3
MITF inh	7.5	-15.5	-6.8	-2.9	14.8	-0.8

# Filtered by structure: the entries above with an NH in an aromatic ring.
(13) O=C(CNC(=O)c1c[nH]c2ccccc12)NCC1CCCO1 (centres undefined)
(14) Cn1c(=O)[nH]c(=O)c2c1nc(N/N=C/c1cccnc1)n2CC(O)CO (centres undefined)
(18) c1ccc(OCCN2CCCC(c3nc(-c4ccncc4)n[nH]3)C2)cc1 (centres undefined)
(37) COc1ccc2oc(=Nc3ccc(-c4ccccc4)cc3)c(-c3nc4ccccc4[nH]3)cc2c1
(45) CC1(C)CC(=O)C/C(=N/NC(=O)c2c[nH]c3ccccc23)C1
(52) CC(=O)N(Cc1ccccc1)Cc1nc2sc3c(c2c(=O)[nH]1)CCCC3
(68) COc1ccc(NC(=O)N(CCN(C)C)Cc2cc3cc(OC)ccc3[nH]c2=O)cc1
(71) CCN(CC)C(=O)c1c[nH]c2ccc(S(=O)(=O)Nc3cccc(SC)c3)cc2c1=O
(72) CC(C)(C)c1ccc2[nH]c3c(c2c1)CCC/C3=N\N
(75) Cc1[nH]c2ccccc2c1-c1csc(NC(=O)CN2CCOCC2)n1
Assay by compound	13	14	18	37	45	52	68	71	72	75
GPR151 activ	0.6	-0.7	-0.7	0.6	1.1	0.7	1.4	-0.8	-1.0	2.7
FBW7 activator	0.0	0.1	-0.2	0.1	0.1	0.0	0.1	-0.1	0.0	-0.2
TEAD-YAP block	2.9	-1.5	3.1	-44.8	-19.0	16.6	-7.3	2.8	-0.4	7.6
MITF inh	1.4	-1.3	7.8	1.3	-4.6	4.8	6.8	6.4	-15.5	-6.8

(76) Cn1c(=O)[nH]c2nnc(-c3ccc([N+](=O)[O-])cc3)nc2c1=O
Assay by compound	76
GPR151 activ	-10.5
FBW7 activator	0.0
TEAD-YAP block	-39.0
MITF inh	-2.9

# Assay outcomes (PubChem BioAssay)
